M. tuberculosis: growth inhibition of non-replicating M. tuberculosis (AID 488890) | Mycobacterium tuberculosis non-replicating, growth inhibition; higher % means a stronger effect | one-dose inhibition, % at 25 µM; IC50 in µM for titrated hits | hit rate 0.39% among 320,000; in the data active = a potency from the dose series; inconclusive = inhibition mostly from about 82% at the one dose, without a potency; inactive = the rest, 99 in 100 with inhibition below about 76%;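 also: plate controls were DMSO cells for no effect and high antibiotic wells for full effect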
H37Rv inhibition: M. tuberculosis growth inhibition, HTS (AID 449762) | inhibition, % at 25 µM, or IC50 in µM where a hit was titrated | M. tuberculosis H37Rv growth inhibition, 7H9 media; higher % means a stronger effect | hit rate 0.59% among 330,000; in the data active = a potency from the dose series; inconclusive = inhibition above about 70% without an active follow-up result;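 also: bacterial growth assessed after seven days of incubation; strong numbers were not always called active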
VEEV TC-83 Vero: inhibitors of VEEV TC-83 cytopathic effect, confirmation, Vero cells (AID 588727). hit rate 0.13% among 350,000. inhibition, % at 20 µM, or IC50 in µM where a hit was titrated. Vero cells, VEEV TC-83 cytopathic effect inhibition; higher % means a stronger effect; in the data active = a potency from the dose series; inconclusive = inhibition mostly from about 14% at the one dose, without a potency; inactive = the rest, 99 in 100 with inhibition below about 12%; also: strong numbers were not always called active
influenza NS1A: H1N1 influenza NS1A inhibitors, functional cell based assay (AID 504329). NS1A functional cell-based assay, percent inhibition; higher % means a stronger effect. hit rate 0.3% among 340,000. inhibition, % at 12.5 µM, or IC50 in µM where a hit was titrated; in the data active = a potency from the dose series; inconclusive = inhibition above about 27% without an active follow-up result; also: strong numbers were not always called active
Salmonella PhoP GFP: PhoP regulon inhibitors, Salmonella typhi PhoP promoter GFP reporter, confirmatory (AID 1850). Salmonella Typhi PhoP-promoter GFP reporter, fluorescence, 4 h; higher % means a stronger effect. inhibition, % at 50 µM, or IC50 in µM where a hit was titrated. hit rate 0.33% among 310,000; in the data active = a potency from the dose series; inconclusive = inhibition mostly from about 25% at the one dose, without a potency; inactive = the rest, 99 in 100 with inhibition below about 19%;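 also: 0% = induced wells with vehicle and 100% = uninduced wells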
VEEV TC-83 Vero 10K pilot screen: further read-out of VEEV TC-83 Vero, marked with its call; inhibition, %; measured here: 10K pilot screen inhibition
An asterisk follows results filed as active; i = inactive; ? = inconclusive; . = no result given. An unsorted share of the library; any-hit rate near 1.5%.

SMILES | M. tuberculosis | H37Rv inhibition | VEEV TC-83 Vero | influenza NS1A | Salmonella PhoP GFP | others
CC(c1ccccc1C(O)c1ccccc1)N(C)C (centres undefined) | 6% | 1% | 0.5% | -1% | 6%
COCCN1Cc2cccc(C(=O)NC3CCCCCC3)c2C1=O | 2% | -8% | 1.3% | -4% | 4%
COc1ccccc1CNC(=O)COC(=O)CC1CC2CCC1C2 (centres undefined) | 0% | -6% | 0.7% | -12% | .
Cc1sc(NC(=O)c2ccco2)c(C(Nc2ccccn2)c2ccccc2)c1C (centres undefined) | 15% | 1% | 9.2% | -4% | -4%
O=C(NCc1ccccc1)C1=C[C@H](c2ccc3c(c2)OCO3)C[C@H](OCCCCO)O1 | 16% | 15% | 0.0% | -4% | 0%
CCOC(=O)Cn1nc(-c2ccccc2)c(-c2ccccc2)nc1=O | 10% | -5% | 1.0% | -5% | -2%
Cc1ccc(OCc2nn3c(-c4ccco4)nnc3s2)cc1 | 68% | -5% | 0.3% | 10% | -5%
O=C(COC(=O)CCS(=O)(=O)c1ccc(Cl)cc1)NCCc1ccccc1 | 34% | -1% | 0.5% | -6% | -8%
COc1ccc(OC)c(NC(=O)c2ccccc2OC(C)=O)c1 | 55% | 14% | 0.7% | 8% | -27% | VEEV TC-83 Vero 10K pilot screen=2.1
COc1cc(CC(=O)OCC(=O)N(C)C2CCCCC2)cc(OC)c1OC | 19% | 5% | 3.5% | -6% | .
CC1=CC(c2ccccc2)n2ncnc2N1 (centres undefined) | -6% | 4% | 0.8% | -10% | 4%
COCCCN1C(=O)C(=O)/C(=C(/O)c2ccc3c(c2)OCCO3)C1c1ccc(C(=O)OC)cc1 (centres undefined) | 2% | 1% | 0.1% | -1% | -2%
COc1ccc(NC2CCCN(C(=O)c3oc(C)cc3C)C2)cc1OC (centres undefined) | 9% | -8% | 1.6% | 11% | -8%
C=CCN1C(=O)C(CC(=O)Nc2ccc(OC)cc2)SC1=Nc1ccc(S(N)(=O)=O)cc1 (centres undefined) | -9% | 2% | 0.9% | -12% | 4%
CC1CN(CCOc2ccc([N+](=O)[O-])cc2)CC(C)O1 (centres undefined) | -15% | -1% | 0.5% | -4% | -11%
COc1cc(CNC(C)(C)CO)cc(Br)c1OCc1ccc(Cl)cc1 | 70% | 9% | i | -12% | 2%
CC(CS(=O)(=O)c1ccc2c(c1)NC(=O)CS2)C(=O)N1CCN(c2cccc(Cl)c2)CC1 (centres undefined) | 49% | 2% | 4.2% | -2% | 1%
CCCNc1nc2c(c(=O)[nH]c(=O)n2C)n1CCCc1ccccc1 | -1% | -6% | i | -7% | -3%
CC(C)CCC1CC(CSC(=N)N)OC1=O (centres undefined) | 71% | 39% | 0.1% | 3% | -9%
CNC(=S)N(CCc1c(C)[nH]c2ccccc12)Cc1cccnc1 | 4% | -4% | i | -10% | -6%
COCCNC(=S)Nc1cccc2cnccc12 | 40% | -1% | 1.0% | -7% | -5%
CNc1oc(-c2ccc(Cl)cc2)nc1C#N | -9% | -1% | 1.8% | 13% | -3%
COc1ccc(NC(=O)/C(=C\c2ccco2)NC(=O)c2ccco2)cc1 | 0% | -5% | 1.0% | -7% | 8%
CCCN(CCC)CCCNC(=O)C1c2cc(OC)c(OC)cc2C(=O)N(C)C1c1cccnc1 (centres undefined) | -4% | -4% | 1.4% | 6% | 2%
O=C(O)C(Oc1ccc2cc(-c3ccc(Cl)cc3)c(=O)oc2c1)c1ccccc1 (centres undefined) | -9% | 0% | 5.9% | -3% | 5%

Next compounds follow:
SMILES | M. tuberculosis | H37Rv inhibition | VEEV TC-83 Vero | influenza NS1A | Salmonella PhoP GFP | others
C=CCN1C(=O)C2(OCCCO2)c2c(C)ccc(C)c21 | 43% | 4% | 0.8% | -7% | -4%
COc1c(C)cccc1C(=O)Nc1ccc(N2CCN(C(=O)c3ccccc3C)CC2)cc1 | 66% | 0% | 7.0% | -4% | -2%
COc1cc(OC)cc(-c2c(-c3cccs3)c3cc(-c4ccc5c(c4)OCO5)ccc3n2C)c1 | -2% | 4% | 2.0% | 2% | .
CCOc1ccc(/C=N/NC(=O)CN2CCCCC2)cc1OCC | -5% | -3% | 1.6% | -6% | 3%
CCc1cccc(NC(=O)CCNS(=O)(=O)c2ccc3c(c2)oc(=O)n3C)c1 | -9% | -17% | i | 5% | 1%
COCCN=C1Sc2nc3c(C)cccc3cc2CN1Cc1ccco1 | 23% | -10% | 5.2% | 5% | -9%
Cc1cc(-c2ccco2)n(CC(=O)NCc2ccco2)n1 | . | -14% | 0.1% | 1% | -12%
O=C(COc1ccc2ccccc2c1)NNC(=O)Nc1ccccc1F | -7% | 12% | 4.3% | -4% | -4%
Cn1c(=NC(=O)COc2ccccc2)sc2cc(F)cc(F)c21 | -13% | -2% | . | . | 3%
O=C(CCC(=O)Nc1cccc([N+](=O)[O-])c1)NCc1ccccc1 | -4% | 8% | 0.2% | -10% | 1%
CCN1C(=O)C(CC(=O)Nc2ccc(F)cc2)N(CCCN2CCN(c3ccc(F)cc3)CC2)C1=S (centres undefined) | 31% | ? | 2.9% | 6% | 13%
NCCN1CCN2C(=O)CN(C(=O)c3ccccc3)CC12 (centres undefined) | -12% | 0% | . | . | .
Cc1ccc2c(c1)N(CC(=O)NC1CCCCC1)C(=O)c1cccnc1O2 | -4% | 0% | 0.7% | 10% | 5%
O=C(N[C@@H]1C/C=C\C[C@H](CC(=O)N(CCO)Cc2ccccc2)C(=O)N[C@@H](Cc2ccccc2)COC1=O)OCC1c2ccccc2-c2ccccc21 | 57% | 2% | 10% | -4% | .
CSc1ncc(Cl)c(C(=O)O)n1 | 3% | 3% | 1.1% | -24% | 1%
CCOc1ccccc1NC=C1C(=O)OC(C)(C)OC1=O | -7% | 8% | 2.9% | 1% | -4%
CCOC(=O)C1(Cc2ccccc2C(F)(F)F)CCN(Cc2ccc(COC)o2)CC1 | 4% | -6% | i | 0% | 14%
COc1ccc(C(C(=O)NC2CCCC2)N(C(=O)c2csnn2)C2CC2)cc1 (centres undefined) | -4% | -1% | i | -3% | 10%
O=[N+]([O-])c1ccc2c(c1)ncn2CCc1ccccc1 | -1% | 0% | 0.4% | 4% | -7%
CN(C)c1oc(COc2ccccc2F)nc1C#N | -2% | 0% | 0.1% | 0% | 15%
O=C1CN(C(=O)COC(=O)/C=C/c2ccc(OC(F)F)cc2)c2ccccc2N1 | 6% | 16% | 0.5% | -2% | 0%
COC(=O)[C@@]1(Cc2ccccc2)[C@H]2C(=O)N(C)C(=O)[C@H]2[C@H]2CN=C(SCc3ccccc3)N21 | . | . | 0.3% | -5% | .
O=C(NC(c1ccc(Cl)cc1)c1cc(Cl)c2cccnc2c1O)c1cccnc1 (centres undefined) | 7% | 5% | 3.0% | -7% | -6%
Cc1ccc(C)c(NC2=NCC(=O)N2C2CCCCC2)c1 | 14% | 2% | 0.6% | 1% | 5%
COc1ccc(C(C)=O)cc1COC(=O)Cn1cnc2ccccc2c1=O | -3% | -1% | i | 0% | 0%

More structures follow.
SMILES | M. tuberculosis | H37Rv inhibition | VEEV TC-83 Vero | influenza NS1A | Salmonella PhoP GFP | others
O=C(O)c1cc(S(=O)(=O)Nc2ccc3cn[nH]c3c2)ccc1Cl | 2% | -2% | i | -3% | .
O=C(c1sccc1-c1ccccc1)N1CCN(S(=O)(=O)c2ccccc2F)CC1 | 33% | -2% | 7.2% | 9% | -7%
Cn1c(CNC(=O)c2ccccc2F)nnc1SCCOc1ccccc1 | 25% | 11% | 0.6% | 8% | -16%
Cc1ccc(S(=O)(=O)CCc2nc3ccccc3s2)cc1 | -1% | -4% | i | 0% | 9%
COc1ccc(CN2C(=O)CN=C2Nc2ccc(C)cc2C)cc1 | 9% | -1% | 0.9% | 4% | 10%
Cc1ccccc1-c1n[nH]c(=S)n1/N=C/c1c(C)nn(-c2ccccc2)c1C | -20% | -12% | 42% | -9% | -7%
S=c1[nH]nc(-c2ccc3ncccc3c2)n1-c1ccc2c(c1)OCCO2 | -5% | -3% | 2.1% | 6% | 4%
CC1Nc2ncnc(N3CCN(c4ccccn4)CC3)c2N(Cc2ccccc2)C1=O (centres undefined) | 61% | 46% | 0.1% | 11% | 14%
COc1ccc(C(=O)NN(C)c2nc(-c3ccccc3)cc(C)c2S(C)(=O)=O)cc1 | 3% | 3% | 0.4% | 4% | -2%
NC(=O)c1c(NC(=O)C2COc3ccccc3O2)sc2c1CCN(Cc1ccccc1)C2 (centres undefined) | -7% | -1% | 0.2% | 5% | -161%
CC(C)CNC(=O)C(=O)NCC1OCCCN1S(=O)(=O)c1ccc2c(c1)OCCO2 (centres undefined) | -1% | -12% | 0.7% | -6% | -2%
O=C(/C=C/c1ccc([N+](=O)[O-])cc1)NCc1ccc2c(c1)OCO2 | -1% | -3% | 0.3% | -6% | 10%
COC(=O)c1ccc(NS(=O)(=O)NC(=O)c2c[nH]c3ccccc23)cc1 | 22% | 7% | 2.3% | 6% | 3%
O=C(Cc1c[nH]c2ccccc12)NCc1ccc(Cl)cc1 | 13% | 7% | i | 6% | 0%
C=CCNc1ncnc2ccc(Br)cc12 | 2% | 1% | 7.5% | -7% | 6%
C/C(CC(=O)Nc1ccc([N+](=O)[O-])cc1)=N\NC(=O)c1ccccc1[N+](=O)[O-] | 2% | -8% | 0.1% | -1% | -4%
CCc1cccc(CC)c1-n1c(SCC(=O)c2c(N)n(C)c(=O)n(C)c2=O)nnc1-c1cccnc1 | -20% | -3% | i | 2% | 7%
COC(=O)c1c(N)sc(C(C)=O)c1C | . | -10% | 0.1% | 2% | 1%

Structures shown so far containing a Cl atom:
SMILES | M. tuberculosis | H37Rv inhibition | VEEV TC-83 Vero | influenza NS1A | Salmonella PhoP GFP | others
O=C(COC(=O)CCS(=O)(=O)c1ccc(Cl)cc1)NCCc1ccccc1 | 34% | -1% | 0.5% | -6% | -8%
COc1cc(CNC(C)(C)CO)cc(Br)c1OCc1ccc(Cl)cc1 | 70% | 9% | i | -12% | 2%
CC(CS(=O)(=O)c1ccc2c(c1)NC(=O)CS2)C(=O)N1CCN(c2cccc(Cl)c2)CC1 (centres undefined) | 49% | 2% | 4.2% | -2% | 1%
CNc1oc(-c2ccc(Cl)cc2)nc1C#N | -9% | -1% | 1.8% | 13% | -3%
O=C(O)C(Oc1ccc2cc(-c3ccc(Cl)cc3)c(=O)oc2c1)c1ccccc1 (centres undefined) | -9% | 0% | 5.9% | -3% | 5%
CSc1ncc(Cl)c(C(=O)O)n1 | 3% | 3% | 1.1% | -24% | 1%
O=C(NC(c1ccc(Cl)cc1)c1cc(Cl)c2cccnc2c1O)c1cccnc1 (centres undefined) | 7% | 5% | 3.0% | -7% | -6%
O=C(O)c1cc(S(=O)(=O)Nc2ccc3cn[nH]c3c2)ccc1Cl | 2% | -2% | i | -3% | .
O=C(Cc1c[nH]c2ccccc12)NCc1ccc(Cl)cc1 | 13% | 7% | i | 6% | 0%
